ATG4B inh: blocks human ATG4B protease cleavage of LC3 substrate | Q9Y4P1 | ATG4B cleavage of LC3-PLA2, NBD-HPC fluorescence, 1 h | inhibition, % at 8.33 µM | 0.51% of 340,000 active | AID 504462; in the data active = inhibition above about 40%
PfG6PD inh: PfG6PD (Plasmodium falciparum) enzyme inhibition. PfGluPho enzyme, NADPH resazurin-diaphorase fluorescence. inhibition, % at 20 µM. 0.78% of 350,000 active. AID 504690;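 active = inhibition reaching at least a set limit at 20 µM in the primary screen, cut at about 59% in these data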;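 note: 0% = DMSO wells with substrate and 100% = DMSO wells lacking glucose-6-phosphate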
hIAP block: human IAP inhibition. AID 2544. inhibition, % at 10 µM. purified IAP, CDP-Star luminescence, 30 min. P09923. 0.12% of 330,000 active;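 active = inhibition reaching a set limit with compound at 10 µM in the primary screen, cut at about 35% in these data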;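 note: plate controls were DMSO wells with enzyme for no effect and no-enzyme buffer wells for full effect; values of inactives mirror those of a sister screen read the other way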
APOBEC3A inh: blocks human APOBEC3A ssDNA deamination | P31941 | inhibition, % at 20 µM | 0.41% of 330,000 active | recombinant A3A, FAM/TAMRA ssDNA deamination fluorescence;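 active = at least 40% inhibition at 20 µM here, with at most 30% in a related deaminase screen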;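 note: plate controls were A3A with DMSO for no effect and wells lacking A3A enzyme for full effect; some results filed as inactive read as strong as hits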
mIAP inh: blocks mouse intestinal alkaline phosphatase | inhibition, % at 10 µM | purified mouse IAP, CDP-Star luminescence, 30 min | 0.2% of 330,000 active | AID 2806;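 active = inhibition of at least 40% at 10 µM in the primary screen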;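 note: plate controls were DMSO with enzyme for no effect and no enzyme wells for full effect; values of inactives mirror those of a sister screen read the other way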
HKDC1 inh: HKDC1 (human) hexokinase inhibition | Q2TB90 | recombinant HKDC1, G6PDH/diaphorase resazurin coupled fluorescence | inhibition, % at 20 µM | 0.16% of 340,000 active | AID 493160;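 active = inhibition above about 35% when tested at 20 µM, limit read from the data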;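 note: plate controls were DMSO wells with enzyme for no effect and DMSO wells lacking enzyme for full effect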
Target sequence (Q2TB90 whole entry, looked up): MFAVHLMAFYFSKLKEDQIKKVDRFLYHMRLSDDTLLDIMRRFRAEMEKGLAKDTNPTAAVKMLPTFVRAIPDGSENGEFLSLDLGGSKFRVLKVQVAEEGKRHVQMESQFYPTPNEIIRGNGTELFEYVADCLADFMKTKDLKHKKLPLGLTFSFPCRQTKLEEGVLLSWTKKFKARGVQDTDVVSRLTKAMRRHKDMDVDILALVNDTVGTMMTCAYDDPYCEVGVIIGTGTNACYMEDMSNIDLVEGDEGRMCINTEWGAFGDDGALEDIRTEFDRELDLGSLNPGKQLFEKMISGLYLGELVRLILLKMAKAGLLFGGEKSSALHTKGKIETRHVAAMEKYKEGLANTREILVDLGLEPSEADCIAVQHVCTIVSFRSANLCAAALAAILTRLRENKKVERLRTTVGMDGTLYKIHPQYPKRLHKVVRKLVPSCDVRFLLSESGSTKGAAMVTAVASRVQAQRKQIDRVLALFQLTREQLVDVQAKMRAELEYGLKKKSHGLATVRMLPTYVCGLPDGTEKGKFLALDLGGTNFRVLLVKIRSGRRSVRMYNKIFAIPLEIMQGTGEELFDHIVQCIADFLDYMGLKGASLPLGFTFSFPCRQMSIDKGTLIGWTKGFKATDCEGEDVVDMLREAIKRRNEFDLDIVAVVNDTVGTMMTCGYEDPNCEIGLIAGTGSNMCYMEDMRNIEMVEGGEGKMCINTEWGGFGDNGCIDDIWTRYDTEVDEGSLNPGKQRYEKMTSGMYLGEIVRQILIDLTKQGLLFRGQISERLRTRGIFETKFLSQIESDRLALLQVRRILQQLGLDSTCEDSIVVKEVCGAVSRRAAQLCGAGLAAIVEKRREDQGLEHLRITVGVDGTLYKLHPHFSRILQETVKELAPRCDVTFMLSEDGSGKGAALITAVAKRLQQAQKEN
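Assay system: in-house recombinant HK5 (HKDC1) enzyme. Input: HKDC1 at 5 µg/mL. Medium: Tris pH 8.0 buffer with MgCl2, Tween-20, BSA, BME. Dosing: single 20 µM dose. Schedule: 90 min reaction incubation at room temperature, dark. Signal: resazurin-to-resorufin fluorescence via G6PDH and diaphorase coupling, 525/613 nm. Controls: DMSO-enzyme wells negative, buffer-substituted wells positive.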
hIAP activ: human IAP activation. P09923. purified human IAP, CDP-Star luminescence, 30 min; stronger effect = higher value; 1 = vehicle-only enzyme, 0 = enzyme-free background. activation factor at 10 µM. 0.16% of 330,000 active;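 active = activation factor of the enzyme at least 2-fold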; note: the source names both 10 and 20 µM as test concentration; values of inactives mirror those of a sister screen read the other way
mIAP act: mouse IAP activation. activation factor at 10 µM. muIAP, CDP-Star luminescence, 30 min; stronger effect = higher value; 1 = vehicle-only enzyme signal, 0 = enzyme-free wells. AID 2805. 0.24% of 330,000 active;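 active = activation factor of at least 2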; note: the source names both 10 and 20 µM as test concentration; values of inactives mirror those of a sister screen read the other way
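Assay system: mouse IAP enzyme; reagent: chemiluminescent substrate CDP-Star; dosing: test compounds delivered from DMSO solution; schedule: 30 min at room temperature; measured by: luminescence from enzymatic CDP-Star hydrolysis; controls: DMSO-only wells and no-enzyme negative control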
The depositor's hits bear a star; · = not tested or not shown.

SMILES	ATG4B inh	PfG6PD inh	hIAP block	APOBEC3A inh	mIAP inh	HKDC1 inh	hIAP activ	mIAP act
CCOC(=O)C1CCN(C(=O)c2cccc(S(=O)(=O)Nc3ccc(C)cc3C)c2)CC1	2	-10	-8	-1	-1	-2	1.1	1
S=C1NCN(Cc2cccnc2)CN1Cc1ccccc1	-1	13	-15	-4	-6	-5	1.2	1.1
Cn1c(SCC(N)=O)nnc1C1CCN(S(=O)(=O)c2ccccc2C(F)(F)F)CC1	-11	-7	-21	0	-1	-5	1.2	1
O=C(CCCCn1c(=O)c2ccccc2n(CC(=O)NC2CCCC2)c1=O)NC1CCCC1	-3	-2	-5	3	3	-6	1.1	0.97
CCOc1ccc(N=CC2=C(O)CC(c3ccco3)CC2=O)cc1 (stereo not given)	3	10	4	1	4	0	0.96	0.96
Cc1ccc2cccc(NC(=S)NC(=O)c3ccn(C)n3)c2n1	-6	8	20	-6	25	-2	0.8	0.75
Cc1cccc(/C=N/NC(=O)c2ccc(NC(=O)c3ccccc3Cl)cc2)n1	-5	-13	-14	-6	-1	-7	1.1	1
COc1ccc(S(=O)(=O)Nc2ccccn2)cc1	4	10	-24	-1	-5	3	1.2	1
CCOC(=O)c1ccc(N=c2sc(C(=O)OC)cc(=O)n2C2CC2)cc1	-2	3	-24	-3	0	-4	1.2	1
Cc1ccc(NC(=O)c2cnn(-c3ccccc3)c2C)c(C)c1	-5	33	4	-1	-6	-8	0.96	1.1
CCCOc1ccc(C(C(=O)OCCN(CC)CC)c2ccccc2)cc1 (stereo not given)	-7	-5	-3	-1	-3	0	1	1
Cc1c(NC(=O)CN2C(=O)NC(C)(c3ccc4c(c3)OCCO4)C2=O)c(=O)n(-c2ccccc2)n1C (stereo not given)	0	25	-1	-2	11	-6	1	0.89
C=CCNC(=O)Nc1ccc(F)cc1F	9	-4	-15	-3	11	1	1.2	0.89
CN(C)CC(NC(=O)c1cccc(S(=O)(=O)Nc2ccc3c(c2)OCO3)c1)c1ccccc1 (stereo not given)	-2	20	-6	-4	-8	0	1.1	1.1
CCOC(=O)C1CCN(C(=O)COc2ccc(Br)cc2Br)CC1	-5	-1	-7	0	-14	-2	1.1	1.1
CC(C(=O)Nc1sccc1C(N)=O)N1C(=O)C2CC=CCC2C1=O (stereo not given)	7	-8	5	-4	-4	-4	0.95	1
C=CCn1c(SCC(=O)c2ccc(O)c(O)c2)nnc1-c1ccc(OC)cc1	-6	-14	20	-3	32	-2	0.81	0.68
O=C(NC1CC1)C1C2C3C4CC5C3C5C4C12 (stereo not given)	-1	1	20	-3	14	-15	0.8	0.85
C=CCc1cccc(/C=N/NC(=O)c2ccc3nc[nH]c3c2)c1O	-15	1	1	-3	4	-18	0.99	0.96
O=C(C1CCCO1)N1CCN(C(=S)Nc2ccccc2F)CC1 (stereo not given)	2	-14	-24	6	2	8	1.2	0.98
O=C(Nc1ccc2c(c1)OCCO2)C1CCN(C(=O)c2ccccc2)CC1	-16	4	2	1	0	-7	0.98	1
Cc1cc(=O)oc2c(CN3CCCCC3)c(O)c(Cl)cc12	-5	-5	-9	0	-11	0	1.1	1.1
CCCc1ccc(OCc2ccc(C(=O)N3CCCC3)o2)cc1	7	9	6	-2	2	-5	0.94	0.98
CCCc1cc(=O)n2[nH]c(C(F)(F)F)nc2n1	-2	45	9	0	5	-11	0.91	0.95
Cc1nn(CC(=O)NCc2ccccc2)c(=O)c2cccn12	-1	6	-7	1	-6	-11	1.1	1.1
SMILES	ATG4B inh	PfG6PD inh	hIAP block	APOBEC3A inh	mIAP inh	HKDC1 inh	hIAP activ	mIAP act
CC1=Nn2c(nnc2-c2ccccn2)SC1	2	-5	6	-1	4	8	0.94	0.96
CC1(C)CC(=O)C2=C(C1)N1C(=C(C#N)C2c2ccc(Cl)cc2)N=C(N)c2ccccc21 (stereo not given)	0	22	-11	-1	13	8	1.1	0.87
O=C(O)CCCNC1=NCCC1	-16	-10	2	-3	1	-8	0.98	0.99
CS(=O)(=O)c1ccc(Cl)c(NC(=O)C2CCCN(C(=O)c3ccc(Cl)cc3)C2)c1 (stereo not given)	-8	0	6	-2	2	-1	0.94	0.98
O=C(CN1C(=O)S/C(=C/c2ccccn2)C1=O)N1CCOCC1	-2	-1	-10	57*	-1	-4	1.1	1
COc1cc(Cl)ccc1NC(=O)COc1ccccc1C(=O)NN	-4	8	9	1	-2	-13	0.91	1
COc1ccc(Nc2nc(Nc3ccc(OC)cc3)nc(-n3[nH]c(=O)c(C)c3C)n2)cc1	-10	-11	-38	-5	12	0	1.4	0.88
CCc1ccc(-c2nn(Cc3ccccc3)cc2/C=C/C(=O)O)cc1	12	-16	10	0	0	-2	0.9	1
CCC(=O)Oc1cccc(C(=O)Nc2cccc(NC(=O)c3ccco3)c2)c1	10	-14	21	2	0	0	0.79	1
COCCn1nnnc1C(c1cc2cc(C)cc(C)c2[nH]c1=O)N1CCN(c2ccccc2F)CC1 (stereo not given)	-2	26	-18	-3	22	4	1.2	0.78
O=C(Cc1ccc(F)cc1)N1CCC(N2CCC(C(=O)N3CCOCC3)CC2)CC1	-3	3	-9	1	-2	-10	1.1	1
Cn1c(=O)cc(SCC(=O)NCCCN2CCOCC2)c2ccccc21	3	13	2	0	8	-3	0.98	0.92
CC(=O)c1csc(CS(=O)(=O)c2ccccn2)n1	0	-3	9	-3	4	0	0.91	0.96
O=C(Nc1cc(F)c(Br)cc1F)c1ccc(Cl)cc1	-5	34	19	-1	12	-6	0.81	0.88
C#CCOCCOCCOCCNc1nc(N2CCN(C(=O)[C@H](Cc3ccc(O)cc3)n3cc(CCO)nn3)CC2)nc(N2CCN(C(=O)[C@H](Cc3ccc(O)cc3)n3cc(CCO)nn3)CC2)n1	·	·	-1	26	-7	·	1	1.1
Cc1nn(-c2cccc(C(F)(F)F)c2)c(=O)c2ccccc12	4	5	-55	-1	6	2	1.6	0.94
CCCCn1c(SCC(=O)N2CCOCC2)nc2c1c(=O)n(C)c(=O)n2C	-4	12	-1	1	-5	-4	1	1.1
CCOC(=O)c1cc[n+](CC(=O)c2ccc(F)cc2)cc1	10	2	-2	-6	4	-12	1	0.96
O=C(CCn1c(=O)c2sccc2n(CC(=O)OCc2ccccc2)c1=O)NCc1ccccc1	-12	-4	-5	-3	0	5	1	1
COc1ccccc1N1CCc2c(C)nc3c(OC)cccc3c21	-2	0	-4	2	4	-18	1	0.96
COc1cc(OC)cc(C(=O)NNc2nc3cc4c(cc3s2)OCO4)c1	-15	41	-74	1	-10	-17	1.7	1.1
Cc1ccc(S(=O)(=O)N2CCC3(CC2)CC(=O)c2ccccc2O3)cc1	-13	1	9	1	9	-4	0.91	0.91
CC1(C)CNC(=O)c2sc(NC(=O)c3ccccc3)nc2C1	0	8	-16	-5	-7	2	1.2	1.1
CCCOc1cccc(C(=O)N/N=C/c2coc3ccccc3c2=O)c1	43*	-8	-2	0	12	9	1	0.88
O=C(NC(=S)N1CCCCC1)c1cccs1	-1	8	-2	-3	8	13	1	0.92
SMILES	ATG4B inh	PfG6PD inh	hIAP block	APOBEC3A inh	mIAP inh	HKDC1 inh	hIAP activ	mIAP act
O=C(NCCO)c1nc(C(=O)c2ccc(Cl)cc2)c2ccccc2n1	1	-7	2	1	-2	4	0.98	1
COC(=O)c1ccccc1NC(=O)CSc1nncn1-c1cccnc1	-4	-4	3	-3	-2	-10	0.97	1
CC(NC(=O)c1ccc([N+](=O)[O-])cc1[N+](=O)[O-])c1ccc(-c2ccccc2)cc1 (stereo not given)	-6	2	-5	0	-2	-7	1	1
Cc1ccc(NC(=O)CCN2C(=O)CSC2=O)cc1	-12	-12	-5	-4	8	-13	1.1	0.92
COc1ccc(NC(=O)c2ccc(Cl)c(S(=O)(=O)N3CC(C)OC(C)C3)c2)cn1 (stereo not given)	-3	-5	13	-2	-8	-4	0.87	1.1
O=C(NC1CCSC1=O)c1ccc(Oc2cccc(C(F)(F)F)c2)nc1 (stereo not given)	-5	-9	-25	2	-1	4	1.2	1
N#C/C(=C/c1ccco1)C(N)=S	8	26	-15	7	47*	1	1.2	0.53
C=CCN1C(=O)c2ccc(C(=O)N3CCN(S(=O)(=O)c4cccc([N+](=O)[O-])c4)CC3)cc2C1=O	-35	1	5	-4	-17	0	0.95	1.2
O=c1[nH]c2ccc(NS(=O)(=O)c3ccc(F)c(Cl)c3)cc2[nH]1	7	63*	8	3	-2	3	0.92	1
Cc1cc(C)c(NC(=O)CSc2nnc(-c3ccncc3)n2Cc2ccco2)c(C)c1	7	-12	0	0	-2	-13	1	1
O=C1c2[nH]nc(-c3ccccc3O)c2C(c2cccc(Cl)c2)N1CC1CCCO1 (stereo not given)	-13	-2	-70	-3	4	-1	1.7	0.96
O=C(NCCc1ccccc1)C1CCCN1C(=O)Nc1ccc(Cl)cc1 (stereo not given)	2	5	-37	-3	-6	-3	1.4	1.1
CC(C)CNc1nc(N)c([N+](=O)[O-])c(NCC2CCCO2)n1 (stereo not given)	8	-14	6	-2	2	-6	0.94	0.98
CCOC(=O)CNc1nc(Cl)nc(NC(C)(C)C)n1	-2	0	-12	4	3	-4	1.1	0.97
O=C(Nc1sc2c(c1C(=O)O)CCCC2)c1ccccc1Cl	38	21	-37	1	-2	6	1.4	1
Cc1c(NC(=O)COc2ccc3ccc(=O)oc3c2)c(=O)n(-c2ccccc2)n1C	1	-15	-29	11	-3	-9	1.3	1
O=C(c1ccccc1)c1ccc2nc(Nc3ccccc3)c3nncn3c2c1	1	7	3	1	14	-3	0.97	0.86
C[C@]12c3[nH]c4cc(-c5ccco5)ccc4c3CCN1C(=O)[C@@H](CC(=O)NCC13CC4CC(CC(C4)C1)C3)C[C@@H]2C(=O)N1CCCCC1	-9	23	·	6	-38	0	·	1.4
Cc1ccc(SCC2(O)CCN(C(=O)c3ccc(Cl)cc3)CC2)cc1	-13	4	7	8	-11	-4	0.93	1.1
O=C(O)COc1ccc(S(=O)(=O)c2ccc(OCC(=O)O)cc2)cc1	3	-24	6	-1	0	-5	0.94	1
Nc1ccccc1C(=O)/C=C/c1ccc2c(c1)OCO2	3	2	7	-3	4	7	0.93	0.96
Cc1nc(NC(=O)COC(=O)CCc2nc3ccccc3s2)c(Cl)cc1Cl	-3	-4	-31	-3	2	-10	1.3	0.97
COc1ccccc1NC(=O)C(C)Sc1nnc2ccccn12 (stereo not given)	-2	-4	-11	0	7	-4	1.1	0.93
O=C(NCc1ccccc1Cl)c1cnccc1C(F)(F)F	6	7	2	3	-2	-7	0.98	1
CN(CC(=O)Nc1ccccc1Br)C(=O)CNC(=O)C1CCCCC1	-4	-2	-11	2	2	-3	1.1	0.98
COc1ccccc1-c1coc2cc(OC(=O)N3CCOCC3)ccc2c1=O	-7	-1	10	-2	2	0	0.91	0.97
Cc1ccc(NC(=S)NNC(=O)CCn2cc(C)cn2)cc1	-4	3	-5	-2	8	-11	1	0.92
Cc1cc(NC(=O)CSc2ncn(-c3ccccc3)n2)no1	-5	0	2	2	-15	-1	0.98	1.2

Screening results as filed in PubChem.
